Growth percent in the NCI-60 one-dose screen (48 h, 10 µM unless noted): 100 = growth as untreated, 0 = no growth, -100 = all killed.
MALME-3M = MALME-3M melanoma | 78,000 compounds, 5.8% hits | AID 1794766
SK-MEL-2 = SK-MEL-2 melanoma; 77,000 compounds, 4.7% hits; AID 1794763
HS 578T = HS 578T breast cancer | AID 1794788 | 78,000 compounds, 4.1% hits
UACC-257 = UACC-257 melanoma. 78,000 compounds, 4.4% hits. AID 1794764
SK-MEL-5 = SK-MEL-5 melanoma; 80,000 compounds, 6.4% hits
LOX IMVI = LOX IMVI melanoma. 79,000 compounds, 7.4% hits
UACC-62 = UACC-62 melanoma. 81,000 compounds, 5.4% hits
SK-MEL-28 = SK-MEL-28 melanoma. 81,000 compounds, 4.1% hits. AID 1794761
An asterisk follows results filed as active; / = no result given. The calls were made as follows: active = growth percent below 10; inactive = the rest.

1: CN(C)c1ncnc2c1ncn2-c1ccccc1
2: Cc1cc(=O)oc2cc(OCC(O)CNN3C(=O)c4cccc5c(NC6CCCCC6)ccc(c45)C3=O)ccc12 (configuration not stated)
3: Nc1ccc(C(=O)c2ccccc2)cc1
4: NC(=O)CC[n+]1ccccc1
5: CC1CCC(C(O)(C(=O)O)C2CCCCC2)CC1C (configuration not stated)
6: Oc1ccc(Nc2nccc(-c3ccc4ccccc4c3)n2)cc1
7: COc1cc2oc(C(=O)N[C@@H](Cc3ccccc3)C(=O)C(=O)NCc3ccccc3)c(C)c(=O)c2cc1O
8: CCCCOC(=O)c1ccc(O)c(OC)c1

Assay by compound	1	2	3	4	5	6	7	8
MALME-3M	134	107	137	104	132	60	102	110
SK-MEL-2	106	108	119	115	111	9.6*	97	103
HS 578T	/	84	/	112	96	43	95	98
UACC-257	109	109	106	102	98	27	96	100
SK-MEL-5	106	91	104	107	94	40	96	103
LOX IMVI	114	93	103	93	103	27	86	95
UACC-62	106	87	96	103	101	39	86	98
SK-MEL-28	119	117	96	108	109	51	96	106

Retrieved one by one from the list above (6):
5: CC1CCC(C(O)(C(=O)O)C2CCCCC2)CC1C (configuration not stated)
2: Cc1cc(=O)oc2cc(OCC(O)CNN3C(=O)c4cccc5c(NC6CCCCC6)ccc(c45)C3=O)ccc12 (configuration not stated)
1: CN(C)c1ncnc2c1ncn2-c1ccccc1
6: Oc1ccc(Nc2nccc(-c3ccc4ccccc4c3)n2)cc1
7: COc1cc2oc(C(=O)N[C@@H](Cc3ccccc3)C(=O)C(=O)NCc3ccccc3)c(C)c(=O)c2cc1O
4: NC(=O)CC[n+]1ccccc1

Assay by compound	5	2	1	6	7	4
MALME-3M	132	107	134	60	102	104
SK-MEL-2	111	108	106	9.6*	97	115
HS 578T	96	84	/	43	95	112
UACC-257	98	109	109	27	96	102
SK-MEL-5	94	91	106	40	96	107
LOX IMVI	103	93	114	27	86	93
UACC-62	101	87	106	39	86	103
SK-MEL-28	109	117	119	51	96	108

Other records:
9: Nc1ccccc1SCc1cc2ccccc2[nH]c1=O
10: COc1cccc(C2=NN3C(C2)c2ccccc2OC3c2ccc(/C=C3\SC(=S)N(C)C3=O)cc2)c1 (configuration not stated)
11: O=C(/C=C/c1cn(-c2ccccc2)nc1-c1ccc(Cl)cc1)NNC(=O)Nc1ccc(F)cc1
12: O=C(Nc1nc2ccc(C(F)(F)F)cc2s1)c1cc(Cl)ccc1O
13: c1nc(C2OCCO2)sc1CN1CCOCC1
14: CCN1C(=S)N(c2ccccc2)C2N=C(SC)N(/N=C/C=C/c3ccccc3OC)C21 (configuration not stated)
15: CSc1nnc(-c2ccc(NC(=O)c3cccnc3)cc2)n1N
16: COc1ccc(-c2nc(-c3cccs3)cn3cncc23)cc1

Assay by compound	9	10	11	12	13	14	15	16
MALME-3M	97	98	101	-17*	103	100	104	104
SK-MEL-2	122	115	109	-11*	124	120	105	67
HS 578T	100	105	101	5.6*	111	117	98	78
UACC-257	111	102	108	-8.6*	113	119	104	113
SK-MEL-5	104	99	96	-46*	95	90	107	56
LOX IMVI	105	96	101	5.7*	101	105	100	69
UACC-62	86	96	83	13	103	99	95	72
SK-MEL-28	101	109	105	27	95	117	106	92

Just SK-MEL-2 and SK-MEL-5 (2 entries from above):
nr	Compound	SK-MEL-2	SK-MEL-5
14	CCN1C(=S)N(c2ccccc2)C2N=C(SC)N(/N=C/C=C/c3ccccc3OC)C21 (configuration not stated)	120	90
9	Nc1ccccc1SCc1cc2ccccc2[nH]c1=O	122	104

Next results:
17: CC(CCc1ccccn1)(CCc1ccccn1)C(=O)c1ccccc1
18: O=c1cc(CSc2nnc(SCc3cc(=O)oc4c3ccc3ccccc34)o2)c2ccc3ccccc3c2o1
19: COc1ccc(-c2csc(NC(=O)CN3CCN(c4cc(=O)n(-c5ccccc5)c5ccccc45)CC3)n2)cc1
20: COc1ccccc1S(=O)Nc1ccccc1 (configuration not stated)
21: CCCCCC(O)C1C(=O)OC(C)C(O)/C=C/C=C/C=C/C=C/C=C(\C)C(O)CC(O)CC(O)CC(O)CC(O)CC(O)CC1O (configuration not stated)
22: O=C(NC(=O)N1CCN(C(=O)NC(=O)c2ccc(Br)cc2)CC1)c1ccc(Br)cc1
23: Cc1c(NC(=O)CSc2nc3sc4c(c3c(=O)n2-c2ccc(Cl)cc2)CCCC4)c(=O)n(-c2ccccc2)n1C
24: CC(C)=CCCC1(C)C(/C=N/Nc2ccccc2)C(C#N)(C#N)C1(C#N)C#N (configuration not stated)

Assay by compound	17	18	19	20	21	22	23	24
MALME-3M	82	102	94	86	98	83	102	110
SK-MEL-2	97	88	99	82	104	104	110	90
HS 578T	106	94	96	82	102	103	88	101
UACC-257	91	94	72	78	99	106	102	96
SK-MEL-5	83	/	47	97	91	99	87	107
LOX IMVI	96	89	85	99	/	93	89	80
UACC-62	80	100	69	94	99	102	83	82
SK-MEL-28	102	109	96	114	102	107	89	114

25: CCCCC(CC)CCC(OC(=O)CSC#N)C(C)CC (configuration not stated)
26: Oc1ccc(-c2[nH]c3ccccc3c2-c2nc3ccccc3o2)cc1
27: CN1CCN(Cc2ccc(NC(=O)c3cncc(C#Cc4cnc5ccc(OCC6COC6)nn45)c3)cc2C(F)(F)F)CC1
28: O=C1C(Cl)=C(NCCN2CCOCC2)C(=O)c2ncccc21
29: O=C(O)C(c1ccccc1)S(=O)(=O)C(C(=O)O)c1ccccc1 (configuration not stated)
30: O=C1C=CC(=O)N1c1cc(Cl)c(Cl)cc1Cl
31: CNC(=O)c1cc(-c2ccc(NC(=S)Nc3cccc(C(F)(F)F)c3)cc2)nc2cccnc12
32: CC12c3ccccc3C(C)(c3ccccc31)C(NS(=O)(=O)c1ccc(Cl)cc1Cl)C2O (configuration not stated)

Assay by compound	25	26	27	28	29	30	31	32
MALME-3M	94	65	-88*	-79*	106	97	112	111
SK-MEL-2	119	67	-78*	-24*	99	87	103	99
HS 578T	106	81	-37*	1.0*	112	137	105	101
UACC-257	103	112	-52*	-93*	101	101	104	101
SK-MEL-5	105	43	-97*	-94*	105	111	96	98
LOX IMVI	108	35	-94*	-57*	98	98	95	87
UACC-62	96	60	-50*	-51*	103	105	90	78
SK-MEL-28	109	58	-85*	-84*	104	107	100	97

33: Cn1c2c(c(=O)n(C)c1=O)NC1=C(C(=O)c3ccccc31)C1(C=C(O)c3ccccc31)N2 (configuration not stated)
34: OC1(C2(O)CCCC2)CCCCC1
35: c1ccc2c(c1)Nc1cc3ccccc3cc1O2
36: COc1cc(/C=C/c2cc(/C=C/c3ccc(O)c(OC)c3)n(C(=O)c3ccc(Cl)cc3)n2)ccc1O
37: C=CCOc1ccc(N=NC(C#N)C#N)cc1
38: CCOC(=O)c1ccc(Nc2ncnc3ccc(NC(=O)c4cccs4)cc23)cc1
39: CNC(=O)c1cc(-c2ccc(NC(=O)Nc3ccc(N4CCN(C)CC4)c(C(F)(F)F)c3)cc2)nc2cccnc12
40: CN(C)S(=O)(=O)c1cccc(NC(=O)COC(=O)CCOc2ccccc2)c1

Assay by compound	33	34	35	36	37	38	39	40
MALME-3M	100	98	112	45	3.7*	106	-86*	82
SK-MEL-2	88	108	97	/	87	101	-81*	43
HS 578T	107	105	92	10	89	101	-56*	91
UACC-257	101	101	108	63	42	109	-94*	82
SK-MEL-5	84	110	95	-32*	92	67	-97*	95
LOX IMVI	59	104	/	14	26	92	-92*	94
UACC-62	75	110	87	23	48	83	-84*	107
SK-MEL-28	90	109	116	19	65	102	-92*	116

Gathered by group: those above containing an aryl thioether with sulfur outside any ring (four)
9: Nc1ccccc1SCc1cc2ccccc2[nH]c1=O
15: CSc1nnc(-c2ccc(NC(=O)c3cccnc3)cc2)n1N
18: O=c1cc(CSc2nnc(SCc3cc(=O)oc4c3ccc3ccccc34)o2)c2ccc3ccccc3c2o1
23: Cc1c(NC(=O)CSc2nc3sc4c(c3c(=O)n2-c2ccc(Cl)cc2)CCCC4)c(=O)n(-c2ccccc2)n1C

Assay by compound	9	15	18	23
MALME-3M	97	104	102	102
SK-MEL-2	122	105	88	110
HS 578T	100	98	94	88
UACC-257	111	104	94	102
SK-MEL-5	104	107	/	87
LOX IMVI	105	100	89	89
UACC-62	86	95	100	83
SK-MEL-28	101	106	109	89

As entered above:
Result of #36 under SK-MEL-28: 19
Result of #37 under HS 578T: 89

Remaining list, next part:
41: Cc1cc(C)nc(SCC(=O)Nc2cccc(N=Cc3c(O)ccc4ccccc34)c2)n1
42: CCOC(=O)COc1c(C)cc(SSc2cc(C)c(OCC(=O)OCC)c(C)c2)cc1C
43: c1ccc(Nc2ncc3c(n2)CCc2cnc(Nc4ccccc4)nc2-3)cc1
44: CC(C)CC(N)C(=O)NNc1n[nH]c(=S)n1N (configuration not stated)
45: O=C(Cn1c2ccccc2c2ccncc21)N/N=C/c1cccs1
46: Cc1ccccc1NCCO
47: NC(=O)C(CCCCN1CCCCC1)(c1ccccc1)c1ccccc1
48: O=[N+]([O-])c1ccccc1NC1c2ccccc2Oc2ccccc21

Assay by compound	41	42	43	44	45	46	47	48
MALME-3M	98	110	120	100	99	134	/	48
SK-MEL-2	95	100	106	107	97	/	/	57
HS 578T	95	122	90	100	96	110	108	/
UACC-257	88	81	109	102	102	103	98	74
SK-MEL-5	102	95	96	98	100	105	99	46
LOX IMVI	97	103	90	100	97	90	87	65
UACC-62	95	87	88	96	101	100	112	49
SK-MEL-28	105	100	105	104	112	104	113	69

49: O=C(CCCCCCN1CC(=O)N2[C@@H](c3ccoc3)c3[nH]c4ccccc4c3C[C@H]2C1=O)NO
50: CCCCCCCOC(=O)Nc1ccc(OCC)cc1
51: O=C(O)c1ccc(-n2cc(C(c3oc(CO)cc(=O)c3O)c3oc(CO)cc(=O)c3O)c(-c3ccc(F)c(F)c3)n2)cc1
52: Cc1nc2c(nnn2-c2ccccc2)c2nc(-c3ccc([N+](=O)[O-])cc3)oc(=O)c12
53: C=C(C)C(C(=O)OCC)(C(=O)OCC)C(C)C
54: CCOc1ccccc1/C=C1\SC(=S)NC1=O
55: CO[C@H]1CC(=O)n2c3ccccc3c3c4c(c5c6ccccc6n1c5c32)C(=O)NC4=O
56: COc1cc2cc(Oc3ccc(NC(=O)c4cccc5c4OCCO5)cc3)c(C)nc2cc1OC

Assay by compound	49	50	51	52	53	54	55	56
MALME-3M	12	124	97	107	110	105	50	55
SK-MEL-2	77	103	109	109	121	101	70	81
HS 578T	65	100	92	101	/	/	28	72
UACC-257	42	96	104	116	107	106	73	68
SK-MEL-5	47	100	98	99	98	94	61	28
LOX IMVI	40	91	114	99	102	103	64	61
UACC-62	37	93	96	101	103	83	45	61
SK-MEL-28	36	107	98	108	97	104	40	99

57: O=C(Nc1cc([N+](=O)[O-])ccc1O)c1ccc(C(=O)Nc2cc([N+](=O)[O-])ccc2O)cc1
58: Cc1noc(C)c1-c1ccc2[nH]c(=O)nc(-c3ccccc3)c2c1
59: Cc1nc2sccn2c1/C=N/N1CCNC1=O
60: NS(=O)(=O)c1ccc(Nc2nc(SCC(=O)c3ccc([N+](=O)[O-])cc3)nc3c2CCC3)cc1

Assay by compound	57	58	59	60
MALME-3M	99	104	93	107
SK-MEL-2	109	84	95	/
HS 578T	105	92	98	105
UACC-257	87	92	91	99
SK-MEL-5	101	88	98	85
LOX IMVI	90	91	99	99
UACC-62	82	69	93	85
SK-MEL-28	114	101	123	101

High-throughput results deposited in PubChem by NCI.
